KB-3-1 tox = kills parental KB-3-1 adenocarcinoma cells; KB-3-1 viability, CellTiter-Glo ATP luminescence, 72 h; Potency, µM (titrated, usually from 46.1 µM), for the others: at the top dose activity change, negative = cytotoxic, most hits filed as cytotoxic; actives 1.4% (n = 400,000); note: potency is the fitted concentration of half-maximal effect; % is set by controls: 0 for no effect and ±100 for the full control effect; nearly all actives have a fitted effect of over 60% in size
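KB-3-1 cells, DMEM (no phenol red) + 10% FBS; compound by pin transfer, 72 h, 37 °C. Readout: CellTiter-Glo luminescence after 10 min. Data normalized, curve-fitted.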
KB-V1 MDR tox = KB-V1 MDR subline cytotoxicity. KB-V1 MDR cells viability, CellTiter-Glo, 72 h. Potency, µM (titrated, usually from 46.1 µM), without a hit: at the top dose activity change, negative = cytotoxicity, hits mostly cytotoxic. actives 3.4% (n = 400,000); note: potency is the fitted concentration of half-maximal effect; % is set by controls: 0 for no effect and ±100 for the full control effect; nearly all actives have a fitted effect of over 60% in size
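KB-V1 cells (P-gp-expressing MDR subline of KB-3-1) in phenol-red-free DMEM with 10% FBS were exposed to library compounds over a concentration series for 72 h at 37 degrees C. Viability read by CellTiter-Glo luminescence; concentration-effect curves fitted after normalization.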
MCF10A rereplic = inducers of DNA re-replication in MCF 10A breast cells; MCF 10A DNA re-replication, Hoechst nuclear intensity, 48 h; Potency, µM (series often up to 46.1 µM), without a hit: at the top dose activity, positive = re-replication, hits mostly activators; actives 2.9% (n = 350,000); note: potency is the fitted concentration of half-maximal effect; % of control where 0% means no effect; nearly all actives have a fitted effect of over 50% in size
IL-1B inflam inh = blocks inflammasome-driven IL-1 beta release; THP-1 LPS/ATP IL-1B secretion, AlphaLISA, 16 h; stronger effect = lower value; activity change, % at 57.5 µM; actives 4.7% (n = 360,000); in the data active = activity change below about -50%; inconclusive = mostly about -30% to -49%; note: % is set by controls: 0 for no effect and ±100 for the full control effect
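Secreted IL-1B measured by AlphaLISA bead assay after 16 h compound exposure of THP-1 cells; compounds (final up to 57.5 uM) added 1 h before LPS (250 ng/mL) and ATP (1.25 mM) stimulation; lower signal means less secretion.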
HT1080 IDH1KD tx = HT-1080 IDH1 knockdown cell toxicity (counter line); HT-1080 IDH1 knockdown viability, ATP luminescence, 48 h; Potency, µM (titrated, usually from 46.1 µM), for the others: at the highest dose activity, negative = toxicity, actives largely listed as cytotoxic; actives 2% (n = 360,000); AID 686971;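 note: potency is the fitted concentration of half-maximal effect; 0% = DMSO wells and -100% = cell-free medium wells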
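After a 2 h attachment period, IDH1KD HT-1080 cells took pin-transferred compound for 48 h at 37 °C; ATP-based luminescence after 10 min room-temperature reagent incubation reported viability.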
SW480 rerep = inducers of DNA re-replication in SW480 colon cancer cells; SW480 DNA re-replication, Hoechst DNA content imaging, 48 h; Potency, µM (series often up to 46.1 µM), for the others: top-dose re-replication activation, hits mostly activators; actives 1.8% (n = 340,000); AID 624297; note: potency is the fitted concentration of half-maximal effect; % of control where 0% means no effect; nearly all actives have a fitted effect of over 55% in size
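Treated cells incubate 48 hr (37 C, 5% CO2), are stained 40 min with Hoechst, and nuclear fluorescence is enumerated; a rise in nuclei with high DNA signal marks re-replication.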
HT1080NT lethal = kills 2HG-producing HT-1080-NT fibrosarcoma cells | actives 1.6% (n = 360,000) | HT-1080-NT fibrosarcoma viability, CellTiter-Glo ATP luminescence, 48 h | Potency, µM (doses to about 46.1 µM), for the others: at the highest dose activity, negative = less viability, hits mostly cytotoxic;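 note: NT is the 2HG producing partner of a matched IDH1 knockdown line; potency is the fitted concentration of half-maximal effect; 0% = DMSO-treated cells and -100% = media-only wells without cells; nearly all actives have a fitted effect of over 55% in size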
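Fibrosarcoma NT cells, 750 per well in 5% FBS RPMI, were exposed to compound for 48 hours. Viability: CellTiter-Glo luminescence.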
D3 ag = D3 dopamine receptor (human) agonism; actives 0.58% (n = 410,000); max activation, %; D3R DiscoveRx beta-arrestin cells, luminescence, 90 min; P35462; AID 652048; in the data active = max activation above about 30%; note: 0% is about no effect; mostly tested at two doses, the higher about 12 µM
Target sequence (P35462 whole entry, looked up): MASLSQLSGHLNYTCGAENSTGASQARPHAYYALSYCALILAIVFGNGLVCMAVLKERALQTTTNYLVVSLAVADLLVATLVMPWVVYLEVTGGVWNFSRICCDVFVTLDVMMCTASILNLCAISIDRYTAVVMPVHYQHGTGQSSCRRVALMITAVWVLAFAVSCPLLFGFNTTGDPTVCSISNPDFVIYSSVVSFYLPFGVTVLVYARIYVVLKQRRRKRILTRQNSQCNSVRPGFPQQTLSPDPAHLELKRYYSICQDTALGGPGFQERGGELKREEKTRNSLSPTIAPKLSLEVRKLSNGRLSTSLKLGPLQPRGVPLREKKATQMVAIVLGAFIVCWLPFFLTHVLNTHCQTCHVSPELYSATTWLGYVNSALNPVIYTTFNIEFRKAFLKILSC
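Agonist mode: compounds and dopamine controls were applied to plated cells for 90 min at 37 degrees C after an overnight attachment at 1500 cells/well. Luminescent read-out followed 30 - 60 minutes at room temperature with DiscoveRx detection reagent.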
GLP1R cytotox = cytotoxicity in counter-screen for GLP-1R inverse agonists; HEK293 cAMP-luciferase reporter cells, luminescence, 24 h; actives 0.13% (n = 410,000); Potency, µM (highest dose often 38.3 µM), without a hit: at the highest dose activity change, negative = inhibition, most hits filed as inhibitors;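 note: loss of luciferase light is scored as toxicity; potency is the fitted concentration of half-maximal effect; % is set by controls: 0 for no effect and ±100 for the full control effect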
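To flag toxic compounds, the library was rerun on cells for 24 hr at 37 deg C and 5% CO2. Viability-linked luminescence was captured 12 min after adding luciferase detection reagent.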
Numbers without * were called inactive; i = inactive; ? = inconclusive; . = no result given; & = joins results of further samples; [ ] = another dose, or the depositor's remark. Unless noted, calls come from the whole dose curve; as a rule, active = well fitted curve in the direction sought with a large enough effect; inconclusive = small, poorly fitted or top-dose-only effect, or another doubt; inactive = no such curve, though single readings can be large; an effect the other way counts as inactive or inconclusive.

SMILES	KB-3-1 tox	KB-V1 MDR tox	MCF10A rereplic	IL-1B inflam inh	HT1080 IDH1KD tx	SW480 rerep	HT1080NT lethal	D3 ag	GLP1R cytotox
CCN(c1cccc(C)c1)S(=O)(=O)c1ccc2c(c1)CCN2C(C)=O	?	23µM*	?	16	?	?	?	1	-23%
CC(C)(C)c1ccc(OCC(O)CN2CCN(C(=O)c3ccccc3)CC2)cc1 (stereo unspecified)	-9%	-3%	6%	-6	0%	-1%	1%	-11	-11%
Cc1ccc(C(=O)O/N=C(\c2ccccc2)c2ccncc2)cc1	7%	17%	-1%	11	19%	-3%	2%	4	9%[7.66 µM]
Cn1cc(CN2CCCC(C(=O)c3ccc(-c4ccccc4)c(F)c3)C2)cn1 (stereo unspecified)	-7%	?	14%	-197*	16µM*	?	23µM*	-8	-1%
O=C(CSc1ccccc1)NCCc1ccc(F)cc1	-15%	-9%	18%	18	2%	3%	-11%	-10	-1%
C=C(C)c1cccc(C(C)(C)NC(=O)Nc2ccc(C(C)=O)cc2)c1	-4%	18µM*	?	0	-1%	?	8%	3	-16%
CCOC(=O)c1ccc(NC(=S)NCc2ccccc2)cc1	9%	0%	?	-8	-1%	4%	-1%	4	-8%
CCCCCn1c(SCCc2ccccc2)nc2c1c(=O)[nH]c(=O)n2C	9%	-2%	7%	-6	7%	-5%	10%	-5	4%
O=C(Cn1cc(C(=O)C(F)(F)F)c2ccccc21)NCc1ccco1	7%	-9%	5%	0	-4%	1%	-4%	-6	-4%
Cn1c(CNc2nc(-c3ccccc3)cs2)nnc1SCC(=O)c1ccccc1	-4%	?	-3%	-17	-15%	-3%	-16%	5	1%
Cc1ccc(Nc2nc(NCCO)nc(N3CCCC3)n2)cc1	0%	3%	?	.	.	-29%	.	.	.
CC1(C)CC(=O)/C(=C(\O)c2ccccc2)C(=NCCO)C1	0%	18%	-3%	-5	4%	1%	5%	-10	1%
Cc1cc2nc(C)n(CCCNC(=O)Nc3ccc(F)cc3)c2cc1C	0%	-4%	13%	?	-16%	3%	-7%	15	-19%
Cc1ccc(-c2nc(CSCC(=O)Nc3cc(C)on3)c(C)o2)cc1	-23%	23µM*	1%	4	-5%	-13%	10%	4	-17%
N=c1c(-c2nc3ccccc3[nH]2)cc(C(=O)c2cccs2)nn1-c1ccccc1	10%	?	12%	-27	8%	-4%	4%	4	3%
O=c1[nH]c(SCc2ccc(OC(F)(F)F)cc2)nc2c1CCC2	?	-27%	.	0	8%	.	1%	1	4%
CCN1CCN(Cc2ccc(NC(=O)c3ccc(C)c(NC(=O)C[C@@H]4NC(=O)[C@H](Cc5ccccc5)NC4=O)c3)cc2C(F)(F)F)CC1	8%&-1%	6%&18%	11%	64&50	0%&2%	?	9%&-2%	-3&-12	-1%&-9%
COc1ccc([C@H]2C[C@@H](O)[C@H](n3cc(C4CC4)nn3)CN2C(=O)C2CCCCC2)cc1	-1%	-10%	.	-12	-11%	.	-3%	-3	-6%
O=C(N/N=C/c1ccccc1)c1cc(=O)[nH]c2ccccc12	20%	-9%	3%	0	-2%	.	1%	-3	76%[activator]
Cc1ccc(CNC(=O)CSc2nnc3c(n2)[nH]c2ccc(F)cc23)cc1	-16%	-13%	18%	4	-1%	-5%	13%	1	0%
CCOc1ccc(C(=O)Nc2cc(Cl)ccc2-n2cncn2)cc1OC	30%	-2%	0%	20	-1%	0%	-2%	1	-12%
CCOC(=O)C1(CC2CCCCO2)CCN(Cc2nc3ccccc3nc2C)CC1 (stereo unspecified)	-3%	-6%	?	1	-3%	0%	?	-19	-8%
COC(=O)c1c(NC(=O)COc2c(C)cccc2C)sc2c1CCCC2	6%	10%	.	.	.	.	.	0	15%
CCN(CC)S(=O)(=O)c1ccc(C(=O)NCCOC(=O)c2ccc(F)cc2F)cc1	4%	6%	0%	10	20%	2%	15%	4	3%
Cc1cc2c(c(=O)n1Cc1cccnc1)C(Cc1ccccc1)C(C#N)=C(N)O2 (stereo unspecified)	10%	8%	0%	-8	-7%	-5%	-1%	-2	15%
O=C(OCC#CCSc1nnc(-c2ccc(Br)cc2)o1)c1ccco1	-8%	-14%	4%	12	9%	0%	5%	2	-6%
CN(C)CCNc1nc(-c2ccccc2CO)c2sccc2n1	0%	2%	.	-18	1%	.	-2%	-5	-8%
COc1ccc(S(=O)(=O)N2CCn3c2nc2ccccc23)cc1	-4%	-13%	0%	2	15%	-5%	11%	3	1%
Cc1ccc(NC(=O)NCc2ccc3c(c2)OCO3)cc1C	5%	0%	?	-63*	9%	-6%	21%	5	11%
COc1ccc(NC(=O)c2cc(F)c(F)cc2Cl)cc1Cl	-1%	0%	-6%	-11	-3%	7%	11%	-1	1%
Cc1cccc(OCC(=O)N(Cc2cccs2)C2CCS(=O)(=O)C2)c1 (stereo unspecified)	-1%	-12%	1%	-2	23%	0%	1%	-6	-1%
C[C@H](NC(=O)[C@@H]1CCCN1C(=O)OC(C)(C)C)c1ccccc1	10%	7%	.	16	2%	.	14%	1	-3%
COCCCNc1nc2c(c(=O)n(Cc3ccc(OC)cc3)c(=O)n2C)n1C	0%	?	-4%	0	4%	-12%	0%	4	2%
Cc1cc(C)n2ncc(/C(N)=N/OC(=O)Nc3ccccc3)c2n1	-7%	0%	1%	10	14%	-18%	10%	-10	9%
Cc1ccccc1NC(=O)CCC(=O)N/N=C/c1c[nH]c2ccccc12	2%	5%	-1%	3	-1%	14%	5%	1	1%
Cc1nc(NC(=S)NC(=O)c2ccccc2)sc1C	-8%	-2%	1%	43	5%	1%	-2%	-5	?
COc1ccccc1/C=C/C(=O)Nc1cccc(C(C)=O)c1	11%	-16%	-2%	0	-1%	-7%	-2%	-13	?
COc1cc(C)c2occ(/C(C)=N\O)c2c1	-3%	1%	6%	-19	0%	2%	-3%	-7	4%
O=C(CN(CCO)c1ccccc1)Nc1cccc(S(=O)(=O)N2CCCC2)c1	-18%	-1%	-2%	-4	-9%	2%	-9%	-10	-1%
COc1ccc(CN2C[C@H]3CON(C)[C@H]3C[C@H]2c2ccc(-c3cccc(F)c3)cc2)cc1	?	1%	.	11	-23%	.	-28%	3	2%
CC(C)C1Oc2ccccc2N(CC(=O)NC2CCCCC2)C1=O (stereo unspecified)	?	-19%	-1%	?	?	16%	?	-4	-5%
O=C(C1COc2ccccc2O1)N1CCN(c2nc3ccccc3s2)CC1 (stereo unspecified)	-12%	?	3%	i	15%	-21%	1%	4	19%
CCOc1ccc(-c2c(=O)n(OCc3ccccc3Br)c3ccccc3[n+]2[O-])c(OCC)c1	-1%	14%	3%	6	1%	-3%	-1%	-1	4%
O=C(COC(=O)c1ccccc1F)NNC(=O)c1ccccc1	18%	-7%	1%	0	11%	-3%	3%	-2	-6%
CCCCc1ccc(S(=O)(=O)Nc2cc(C)on2)cc1	2%	4%	-1%	17	-21%	?	-26%	-25	-6%

Results in GLP1R cytotox, HT1080 IDH1KD tx and MCF10A rereplic (7 entries from above):
| SMILES | GLP1R cytotox | HT1080 IDH1KD tx | MCF10A rereplic |
| --- | --- | --- | --- |
| COc1ccc(CN2C[C@H]3CON(C)[C@H]3C[C@H]2c2ccc(-c3cccc(F)c3)cc2)cc1 | 2% | -23% | . |
| COCCCNc1nc2c(c(=O)n(Cc3ccc(OC)cc3)c(=O)n2C)n1C | 2% | 4% | -4% |
| COc1ccc(NC(=O)c2cc(F)c(F)cc2Cl)cc1Cl | 1% | -3% | -6% |
| Cc1cc2nc(C)n(CCCNC(=O)Nc3ccc(F)cc3)c2cc1C | -19% | -16% | 13% |
| O=C(CSc1ccccc1)NCCc1ccc(F)cc1 | -1% | 2% | 18% |
| CCN(CC)S(=O)(=O)c1ccc(C(=O)NCCOC(=O)c2ccc(F)cc2F)cc1 | 3% | 20% | 0% |
| O=C(COC(=O)c1ccccc1F)NNC(=O)c1ccccc1 | -6% | 11% | 1% |

2 compounds drawn at random from the list so far, as already listed:
SMILES	KB-3-1 tox	KB-V1 MDR tox	MCF10A rereplic	IL-1B inflam inh	HT1080 IDH1KD tx	SW480 rerep	HT1080NT lethal	D3 ag	GLP1R cytotox
Cc1cc(C)n2ncc(/C(N)=N/OC(=O)Nc3ccccc3)c2n1	-7%	0%	1%	10	14%	-18%	10%	-10	9%
O=C(CN(CCO)c1ccccc1)Nc1cccc(S(=O)(=O)N2CCCC2)c1	-18%	-1%	-2%	-4	-9%	2%	-9%	-10	-1%
